Vif inh: inhibitors of HIV Vif; HEK293T cells, Vif self-association by quenched fluorescence, imaging, 24 h; inhibition, % at 7.49 µM; 340,000 tested, 0.35% active; in the data active = inhibition above about 50%, passing the limit was not always enough; also: some results filed as inactive read as strong as hits
NOD2 RIPK2 PPI: blocks binding of human NOD2 to RIPK2; inhibition, % at 4.98 µM; CHO BLA complementation NOD2-RIPK2, CCF4 ratio; 360,000 tested, 0.38% active; AID 624267; O43353; in the data active = inhibition above about 21%;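 also: 0% = vehicle only and 100% = reference blocker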
Target sequence (O43353 whole entry, looked up): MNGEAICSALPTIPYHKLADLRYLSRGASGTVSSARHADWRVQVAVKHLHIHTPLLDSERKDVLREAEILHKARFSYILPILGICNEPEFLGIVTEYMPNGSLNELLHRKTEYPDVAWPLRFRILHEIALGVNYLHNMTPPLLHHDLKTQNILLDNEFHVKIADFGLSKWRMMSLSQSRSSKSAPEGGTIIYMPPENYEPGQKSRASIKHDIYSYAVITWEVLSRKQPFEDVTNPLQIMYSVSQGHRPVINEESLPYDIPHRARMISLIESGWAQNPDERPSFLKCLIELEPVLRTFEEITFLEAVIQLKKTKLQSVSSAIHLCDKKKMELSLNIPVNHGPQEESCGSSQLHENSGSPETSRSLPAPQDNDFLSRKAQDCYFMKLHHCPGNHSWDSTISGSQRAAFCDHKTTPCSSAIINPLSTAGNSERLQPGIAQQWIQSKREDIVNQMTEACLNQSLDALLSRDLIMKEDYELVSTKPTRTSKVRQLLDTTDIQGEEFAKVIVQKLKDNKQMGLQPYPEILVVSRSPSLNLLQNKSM
Exocytosis inh: lytic granule exocytosis inhibition; inhibition, % at 10 µM; TALL-104 LAMP-1 surface exposure, flow cytometry; cells stimulated with thapsigargin and PMA; 360,000 tested, 0.66% active;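 active = inhibition above about 55%, limit read from the data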
aDG glyco up: alpha-DG glycosylation activation; AID 624168; Pro5-aDG cells, alpha-DG glycosylation AlphaScreen (IIH6); 0% Pro5, 100% B10-LARGE cell signal; activation, % at 10 µM; 360,000 tested, 0.22% active;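 active = activation of at least 8% versus controls, or a plate z-score of at least 8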;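 also: Pro5 are CHO cells carrying HIG-tagged alpha-DG that lacks glycosylation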
TLR9-MyD88 block: TLR9-MyD88 interaction inhibition. inhibition, % at 4.98 µM. 340,000 tested, 0.21% active. CHO BLA complementation TLR9-MyD88, CCF4 FRET ratio. AID 504734;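 active = inhibition above the mean over all tested compounds plus 3 SD, cut at about 21% in these data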;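 also: 0% = DMSO only wells and 100% = clavulanate BLA inhibitor control wells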
ABHD5 PLIN5 PPI: ABHD5-PLIN5 protein interaction inhibition. inhibition, % at 4 µM. 360,000 tested, 0.78% active. Split G. princeps luciferase complementation, luminescence, 4 h;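 active = inhibition above the mean inhibition across every tested compound plus 3 SD, cut at about 22% in these data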;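 also: 0% = DMSO only wells and the 100% control is not disclosed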
Glyco luc inh: blocks N-linked glycosylation in D54 reporter cells | D54 ERlucT glycosylation luciferase reporter, 24 h; percent of 100 nM tunicamycin response | reporter increase, % at 12.5 µM | 360,000 tested, 0.23% active | AID 588692;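 active = mean luciferase reporter signal, scaled so untreated is 0 and the glycosylation-blocking control 100, at or above a set limit in every replicate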;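 also: luciferase carries N-glycosylation sites so blocking glycosylation raises the light; 0% = median of neutral control wells and 100% = median of 100 nM tunicamycin wells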
MC4R barr agon: human MC4R agonism via beta-arrestin | P32245 | U2OS MC4R beta-arrestin complementation, luminescence; percent of melanotan II response, DMSO zero | activation, % at 8.9 µM | 360,000 tested, 0.98% active | AID 540308;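 active = activation above a per-plate cutoff, the mean activation of sample wells on that plate plus 3 SD, cut at about 8% in these data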
Target sequence (P32245 whole entry, looked up): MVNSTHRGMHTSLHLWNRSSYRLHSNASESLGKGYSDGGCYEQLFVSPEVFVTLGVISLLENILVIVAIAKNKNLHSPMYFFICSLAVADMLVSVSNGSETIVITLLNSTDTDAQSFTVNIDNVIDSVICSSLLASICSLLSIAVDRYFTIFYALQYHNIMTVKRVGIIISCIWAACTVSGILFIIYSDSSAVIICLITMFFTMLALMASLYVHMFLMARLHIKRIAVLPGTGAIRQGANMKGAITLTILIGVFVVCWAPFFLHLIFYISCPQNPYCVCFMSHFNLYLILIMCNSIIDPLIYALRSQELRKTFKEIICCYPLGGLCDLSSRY
MC4R antagonist: blocks human MC4R cAMP signaling. inhibition, % at 6.5 µM. MC4R-expressing cells, MTII-stimulated cAMP, LANCE TR-FRET. 360,000 tested, 0.48% active. P32245;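 active = inhibition above its plate's cutoff, the mean of tested wells on that plate plus 3 SD, cut at about 29% in these data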;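 also: 0% = Melanotan II alone and 100% = Melanotan II plus saturating MCL0020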
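Assay system: U2OS-MC4R stable cell line; Also added: Melanotan II; Technique: Eu-cAMP/anti-cAMP TR-FRET, emission 671 nm; Times: 30-min compound, 1-h challenge, 1-h detection, room temperature.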
ABCB6 inh MLPCN: blocks the human ABCB6 transporter; K562-ABCB6 porphyrin accumulation, flow cytometry, 1 h; active compounds read low; fluorescence ratio to DMSO, % at 10 µM; 360,000 tested, 0.19% active;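 active = fluorescence ratio to DMSO below 75%, the collection mean minus 3 SD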;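 also: signal is porphyrin accumulated inside mitochondria; 100% equals median channel fluorescence of DMSO control wells; lower ratio means ABCB6 inhibition with less porphyrin fluorescence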
* hit, by the source's call; · = no result given. The list is partial; rates above refer to the full screens.

SMILES	Vif inh	NOD2 RIPK2 PPI	Exocytosis inh	aDG glyco up	TLR9-MyD88 block	ABHD5 PLIN5 PPI	Glyco luc inh	MC4R barr agon	MC4R antagonist	ABCB6 inh MLPCN
COc1ccc(NC(=O)NNc2cc(N3CCOCC3)nc(N3CCOCC3)n2)cc1	-1	-4	3	-0.4	13	5	4	-2.5	3	99
CCSc1nc(N2CCCCC2)c2c(c1C#N)CCCC2	-4	-12	16	-0.1	-1	3	2	1.1	11	93
COc1cc(C=O)ccc1OC(=O)c1cccnc1	5	-5	4	0.0	-1	10	0	1.2	-4	96
COC(=O)C1=NN(C(=O)c2ccc(Cl)cc2)C(O)(c2ccccc2)C1 (stereo unspecified)	4	3	1	-0.1	3	5	-2	1.2	3	98
Cc1c(C(=O)OCC(=O)N(C)c2ccccc2)cccc1[N+](=O)[O-]	-2	-4	-1	0.3	-1	6	0	-1.7	1	99
N#CCc1c(C#N)c(N)nc(Nc2ccccc2)c1C#N	2	4	2	-0.1	7	18	1	-1.9	-5	90
C=CCn1c(O)c2ccc(C(=O)N=NC(=O)c3ccc(F)cc3)cc2c1O	-10	-2	20	-0.1	7	1	3	-3.9	1	99
CCOc1cccc(/C=N/NC(=S)NCCN2CCOCC2)c1O	-4	-10	0	1.8	4	-2	1	-1.3	-3	93
Nc1ccn(C2OC(CO)C(O)C2F)c(=O)n1 (stereo unspecified)	·	0	1	-0.1	·	6	0	·	·	95
COC(=O)CC1C(=O)NCCN1C(=O)c1ccc2oc(C(C)C)nc2c1 (stereo unspecified)	1	-16	-1	-0.3	3	-1	1	-3.2	1	98
O=C(NCC(c1cccs1)N1CCOCC1)c1cc(Cl)ccc1[N+](=O)[O-] (stereo unspecified)	15	2	-5	0.1	-12	-2	-1	0.4	11	98
CC(C)(C)OC(=O)NCCCCCNC(=O)c1nc[nH]c1C(=O)NCC(=O)OCc1ccccc1	·	-6	-3	-0.5	-4	5	5	-0.7	46*	88
CSc1nc(Cl)cc(=O)[nH]1	5	-9	-17	0.0	-14	1	2	-0.9	7	99
CC(C)C(=O)Nc1nnc(SCC(=O)NC2CCCC2)s1	3	1	-5	0.0	7	-6	-2	-0.7	-1	93
Cc1nc(C)c(C(=O)N(c2ccccc2F)C(C(=O)NCC2CCCO2)c2ccccc2)s1 (stereo unspecified)	-2	5	-2	0.0	-4	-5	2	-1.5	10	93
CCCC[C@H](CN(N=O)[C@@H](Cc1ccccc1)CN(C)N=O)N(CCc1ccccc1)N=O	-14	-2	4	-0.2	0	-3	-7	0.7	5	103
CCc1ccc(CN(C)C(=O)c2cc(COc3ccc(-n4cncn4)cc3)on2)cc1	-12	9	5	1.1	8	-3	3	1.6	-5	90
COC(=O)C(Cc1ccccc1)NC(=O)C(CC(C)C)NC(=O)OC(C)(C)C (stereo unspecified)	13	0	1	0.0	-6	4	1	-0.4	7	99
CC(=O)c1cccc(-c2cnc3c(NC=O)cc(-c4ccc(F)cc4)cn23)c1	·	-1	1	-0.4	·	5	5	14*	5	93
Cc1ccc(CNS(=O)(=O)c2cn(C)c(=O)n(C)c2=O)cc1	6	0	-8	0.0	8	2	1	-2.6	0	96
COCCN(CC(=O)Nc1ccccc1)S(=O)(=O)c1ccc(S(=O)(=O)N2CCCC2)cc1	-8	-12	-4	0.4	-4	-3	0	-1.8	4	102
S=C(NCCc1ccccn1)NC1CC2CCC1C2 (stereo unspecified)	-5	-3	-5	-0.1	4	62*	1	-1.5	3	97
C=CCn1c(=O)c2c3c(sc2n2c(Nc4ccc(C(=O)OCC)cc4)nnc12)CCCC3	-1	2	-1	0.2	4	2	3	-0.7	0	101
O=S(=O)(NCc1ccccc1)c1cccs1	-4	9	4	0.3	-2	4	-2	-1.2	5	96

Some of the entries so far, bar-delimited:
SMILES | Vif inh | NOD2 RIPK2 PPI | Exocytosis inh | aDG glyco up | TLR9-MyD88 block | ABHD5 PLIN5 PPI | Glyco luc inh | MC4R barr agon | MC4R antagonist | ABCB6 inh MLPCN
CCOc1cccc(/C=N/NC(=S)NCCN2CCOCC2)c1O | -4 | -10 | 0 | 1.8 | 4 | -2 | 1 | -1.3 | -3 | 93
Nc1ccn(C2OC(CO)C(O)C2F)c(=O)n1 (stereo unspecified) | · | 0 | 1 | -0.1 | · | 6 | 0 | · | · | 95
COC(=O)CC1C(=O)NCCN1C(=O)c1ccc2oc(C(C)C)nc2c1 (stereo unspecified) | 1 | -16 | -1 | -0.3 | 3 | -1 | 1 | -3.2 | 1 | 98
O=C(NCC(c1cccs1)N1CCOCC1)c1cc(Cl)ccc1[N+](=O)[O-] (stereo unspecified) | 15 | 2 | -5 | 0.1 | -12 | -2 | -1 | 0.4 | 11 | 98
CC(C)(C)OC(=O)NCCCCCNC(=O)c1nc[nH]c1C(=O)NCC(=O)OCc1ccccc1 | · | -6 | -3 | -0.5 | -4 | 5 | 5 | -0.7 | 46* | 88
CSc1nc(Cl)cc(=O)[nH]1 | 5 | -9 | -17 | 0.0 | -14 | 1 | 2 | -0.9 | 7 | 99
CC(C)C(=O)Nc1nnc(SCC(=O)NC2CCCC2)s1 | 3 | 1 | -5 | 0.0 | 7 | -6 | -2 | -0.7 | -1 | 93
Cc1nc(C)c(C(=O)N(c2ccccc2F)C(C(=O)NCC2CCCO2)c2ccccc2)s1 (stereo unspecified) | -2 | 5 | -2 | 0.0 | -4 | -5 | 2 | -1.5 | 10 | 93
CCCC[C@H](CN(N=O)[C@@H](Cc1ccccc1)CN(C)N=O)N(CCc1ccccc1)N=O | -14 | -2 | 4 | -0.2 | 0 | -3 | -7 | 0.7 | 5 | 103
CCc1ccc(CN(C)C(=O)c2cc(COc3ccc(-n4cncn4)cc3)on2)cc1 | -12 | 9 | 5 | 1.1 | 8 | -3 | 3 | 1.6 | -5 | 90
COC(=O)C(Cc1ccccc1)NC(=O)C(CC(C)C)NC(=O)OC(C)(C)C (stereo unspecified) | 13 | 0 | 1 | 0.0 | -6 | 4 | 1 | -0.4 | 7 | 99
CC(=O)c1cccc(-c2cnc3c(NC=O)cc(-c4ccc(F)cc4)cn23)c1 | · | -1 | 1 | -0.4 | · | 5 | 5 | 14* | 5 | 93
Cc1ccc(CNS(=O)(=O)c2cn(C)c(=O)n(C)c2=O)cc1 | 6 | 0 | -8 | 0.0 | 8 | 2 | 1 | -2.6 | 0 | 96
COCCN(CC(=O)Nc1ccccc1)S(=O)(=O)c1ccc(S(=O)(=O)N2CCCC2)cc1 | -8 | -12 | -4 | 0.4 | -4 | -3 | 0 | -1.8 | 4 | 102
S=C(NCCc1ccccn1)NC1CC2CCC1C2 (stereo unspecified) | -5 | -3 | -5 | -0.1 | 4 | 62* | 1 | -1.5 | 3 | 97
C=CCn1c(=O)c2c3c(sc2n2c(Nc4ccc(C(=O)OCC)cc4)nnc12)CCCC3 | -1 | 2 | -1 | 0.2 | 4 | 2 | 3 | -0.7 | 0 | 101
O=S(=O)(NCc1ccccc1)c1cccs1 | -4 | 9 | 4 | 0.3 | -2 | 4 | -2 | -1.2 | 5 | 96

(more compounds)
SMILES	Vif inh	NOD2 RIPK2 PPI	Exocytosis inh	aDG glyco up	TLR9-MyD88 block	ABHD5 PLIN5 PPI	Glyco luc inh	MC4R barr agon	MC4R antagonist	ABCB6 inh MLPCN
Cc1cc(C)c(NC(=O)CSc2nc3ncc(Br)cc3[nH]2)c(C)c1	-5	8	7	-0.1	2	8	3	0.8	-5	98
Cc1ccc2cc(CCNC(=O)c3ccc(C)c([N+](=O)[O-])c3)c(=O)[nH]c2c1	-5	-2	0	0.4	1	2	0	-1.9	1	92
COc1ccc(CCNC(=O)Cn2c(=O)n(CC3CCCO3)c(=O)c3cc(OC)c(OC)cc32)cc1OC (stereo unspecified)	-10	-3	-9	-0.1	-7	-5	1	0.5	-1	96
CCc1ccc(-c2cc3c(=O)n(CC(=O)NCc4ccccc4F)ncn3n2)cc1	3	-3	-1	0.1	-17	-10	0	-0.7	-1	96
O=C(c1cnn2c(C(F)F)cc(-c3ccccc3)nc12)N1CCOCC1	-5	-6	-2	0.1	-8	2	3	-2.5	-3	96
Cc1ccc(C)c(NC(=S)c2ccccn2)c1	·	-10	4	-0.3	9	-6	1	-0.6	-5	111
Cc1ccccc1N1CCN(C2CCCN(C(=O)c3ccsc3)C2)CC1 (stereo unspecified)	-6	-23	-3	0.0	9	3	-1	2.1	4	95
O=C(CSc1nc2nn(-c3ccccc3)c(=O)c-2c2n1CCCCC2)Nc1ccc(F)cc1F	10	-10	2	0.0	-20	10	2	-0.1	2	93
Cc1cc2nn(-c3cccc4ccccc34)nc2cc1NC(=O)c1cccs1	0	10	-1	0.3	4	4	-1	1.2	0	100
COc1ccccc1-c1nnn(CC#N)n1	-1	1	1	-0.1	-2	-2	-1	-0.6	9	97
Oc1[nH]c2ccccc2c1C=Nc1ccc2c(c1)OCCO2	11	5	-4	0.2	-2	1	-7	0.2	5	94
O=S(=O)(c1ccc(-c2csc(=Nc3ccccc3)n2CCCN2CCOCC2)cc1)N1CCOCC1	-2	-6	1	-0.1	-9	-3	1	-3.0	2	103
O=C(Nc1ncnc2sc3c(c12)CCCCC3)c1ccccc1	-1	-5	1	-0.1	-6	-1	0	0.6	7	103
CC(NC(=O)c1ccc2ccccc2n1)c1ccccc1 (stereo unspecified)	-2	11	-2	-0.2	5	-3	0	-0.4	0	93
CC(=O)Oc1ccc2nc(-c3ccco3)oc(=O)c2c1	1	-3	16	0.1	3	9	2	0.1	34*	94
COc1ccc(OC)c(NS(=O)(=O)c2ccc(Cl)nc2)c1	8	-11	-15	-0.1	-4	-4	3	-1.1	-1	97

Entries of single compounds from above. Values in the order: Vif inh	NOD2 RIPK2 PPI	Exocytosis inh	aDG glyco up	TLR9-MyD88 block	ABHD5 PLIN5 PPI	Glyco luc inh	MC4R barr agon	MC4R antagonist	ABCB6 inh MLPCN
`CC(=O)Oc1ccc2nc(-c3ccco3)oc(=O)c2c1` as listed: 1	-3	16	0.1	3	9	2	0.1	34*	94
`CC(NC(=O)c1ccc2ccccc2n1)c1ccccc1` (stereo unspecified) as listed: -2	11	-2	-0.2	5	-3	0	-0.4	0	93

Screening results: PubChem BioAssay, several laboratories
